Screening data: PubChem, several laboratories
FLuc inhib CS – firefly luciferase enzyme inhibitors, primary screen, artefact control for luciferase-based inhibitor screens, biochemical, luminescence, ATPLite. 10 min. inhibition, % at 10 µM. actives 1.5% (n = 200,000);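 active = inhibition above about 50% when tested at 10 µM, limit read from the data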
Target sequence (P08659 whole entry, looked up): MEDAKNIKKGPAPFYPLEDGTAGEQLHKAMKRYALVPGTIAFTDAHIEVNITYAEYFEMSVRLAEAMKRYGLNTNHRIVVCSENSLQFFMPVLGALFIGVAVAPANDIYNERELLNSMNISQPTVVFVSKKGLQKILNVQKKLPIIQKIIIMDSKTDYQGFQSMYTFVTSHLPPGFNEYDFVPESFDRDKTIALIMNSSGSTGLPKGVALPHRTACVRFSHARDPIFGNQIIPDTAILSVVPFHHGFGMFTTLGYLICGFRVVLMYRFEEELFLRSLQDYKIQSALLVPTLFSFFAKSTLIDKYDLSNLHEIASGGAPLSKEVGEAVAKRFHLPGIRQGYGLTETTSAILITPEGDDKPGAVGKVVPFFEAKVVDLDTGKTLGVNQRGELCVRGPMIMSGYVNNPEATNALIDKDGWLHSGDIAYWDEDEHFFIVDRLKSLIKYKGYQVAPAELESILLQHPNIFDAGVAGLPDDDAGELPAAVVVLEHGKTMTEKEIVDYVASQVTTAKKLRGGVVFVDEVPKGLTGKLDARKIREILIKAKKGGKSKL
APP 5'UTR act – activators of APP 5'UTR luciferase reporter, primary screen, SH-SY5Y cells | SH-SY5Y APP 5'UTR luciferase reporter, luminescence; zero percent = DMSO vehicle wells | activation, % at 2 µM | actives 1% (n = 190,000) | AID 1276, 2008;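 active = activation above a set limit, based on mean plus 3 SD of controls, cut at about 140% in these data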; also: values of inactives mirror those of a sister screen read the other way
STAT3 act – IL-6 driven STAT3 reporter potentiators, primary screen, U3A cells, luciferase, luminescence, MLSCN library; IL-6 STAT3-luciferase reporter; 100% = signal with IL-6 EC80 alone; activation (% of control), % at 5.6 µM; actives 0.91% (n = 190,000);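 active = activation above the screen-wide mean of compound activation plus 3 SD, cut at about 130% in these data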;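 also: 0% = background luminescence of wells with medium and substrate only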
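Detection: reporter luminescence signal / Assay system: STAT1-lacking human U3A cells, STAT3 luciferase reporter / Incubation: compound pre-incubation 1 h before IL-6, then 6 h stimulation at 37 °C / Control set: IL-6-only high control / Read-out: % activation relative to IL-6 control / Probe or stimulus: Interleukin-6, 33 ng/mL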
RAM inhibit – inhibitors of the yeast RAM network, primary screen, dse1pr::URA3 reporter, 5-FOA selection | S. cerevisiae dse1pr::URA3 reporter, 5-FOA growth OD615, 2 d; analog-sensitive cbk1-as2 kinase mutant strain | actives 1.8% (n = 190,000) | inhibition, % at 50 µM;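 active = inhibition above a set limit, 3 SD over mean compound inhibition, cut at about 8.4% in these data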;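 also: 0% = DMSO-only wells with no growth and 100% = 10 µM 1-NA-PP1 full growth; inhibition rescues growth on 5-FOA so higher OD means more RAM inhibition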
STAT3 blocker – IL-6 driven STAT3 reporter inhibitors, primary screen, U3A cells, luciferase, luminescence, MLSCN library; IL-6 STAT3-luciferase reporter; host cell line lacks STAT1; actives 0.89% (n = 190,000); inhibition, % at 5.5 µM; AID 862, 2007;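 active = inhibition above the mean inhibition across all screened compounds plus 3 SD, cut at about 44% in these data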;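 also: 0% = DMSO only wells and 100% = 100 µM nifuroxazide control wells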
STAT1 act – STAT1 signaling activators, primary screen, cell-based, HTS, luciferase reporter | NIH 3T3 STAT1-luciferase reporter, IFN-gamma, luminescence; 100% = IFN-gamma alone, no compound | activation (% of control), % at 5.5 µM | actives 2.6% (n = 200,000);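 active = activation above the screen-wide mean activation plus 3 SD, cut at about 130% in these data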;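 also: raw ratio to IFN-gamma control signal so 100% means no change and 0% no light; values of inactives mirror those of a sister screen read the other way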
Hsp70 activator – Hsp70 transcriptional activators, primary screen, cell-based, HeLa, Hsp70 promoter luciferase, luminescence, 10 µM; actives 0.04% (n = 200,000); AID 1203, 2008; activation, % at 10 µM; HeLa Hsp70 promoter luciferase reporter; scaled: vehicle 0, proteasome-inhibitor control 100%;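 active = activation above the mean across all tested compounds plus 3 SD, cutoff set per campaign, cut at about 5.5% in these data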;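 also: 100% = MG132 at 30 µM as the positive control and 0% = DMSO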
STAT1 blocker – STAT1 signaling inhibitors, primary screen, cell-based, HTS, luciferase reporter. inhibition, % at 5.5 µM. NIH 3T3 STAT1-luciferase reporter, IFN-gamma, luminescence. actives 0.35% (n = 200,000);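 active = inhibition above a set limit, the mean inhibition across all tested compounds plus 3 SD, cut at about 34% in these data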;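 also: 0% = IFN-gamma with DMSO and 100% = IFN-gamma with 300 µM nifuroxazide; values of inactives mirror those of a sister screen read the other way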
NF-kB expr up – activators of NF-kB expression in neurons, primary screen, cell-based, HTS; human neuronal cells, NF-kB reporter expression; hits give high values; fold change at 12.5 µM; actives 1.6% (n = 190,000); in the data active = fold change above about 3.3
APP transl inh – inhibitors of APP translation via 5'UTR reporter, primary screen, APP 5'UTR luciferase, SH-SY5Y cells; SH-SY5Y APP 5'UTR-luciferase reporter, luminescence; inhibition, % at 2 µM; actives 0.82% (n = 190,000);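 active = inhibition above a set limit, derived from the sample mean plus 3 SD, cut at about 45% in these data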; also: values of inactives mirror those of a sister screen read the other way
Starred values were filed as active, the others as inactive. An excerpt; rates above refer to the full screens.

Start of the listing, in advance, 5 compounds:
1) O=c1c2ccccc2nc(/C=C/c2ccc3c(c2)OCO3)n1-c1cccc(O)c1
2) COc1ccc(-n2c(-c3ccco3)nc3ccccc3c2=O)cc1
3) Clc1cccc(Cl)c1C1N2CCCN12 (stereo not drawn)
4) C#CCN1CCN(c2cccc(C(F)(F)F)c2)CC1
5) COP(=O)(OC)C(NC(=O)/C=C/c1ccccc1)C(Cl)(Cl)Cl (stereo not drawn)
Compound	1	2	3	4	5
FLuc inhib CS	-4	-2	-1	0	-4
APP 5'UTR act	6	5	-10	18	15
STAT3 act	100	96	105	110	96
RAM inhibit	3.1	1.8	1.7	0.4	0.5
STAT3 blocker	-2	6	-6	0	14
STAT1 act	100	88	97	110	112
Hsp70 activator	-0.4	-0.4	-0.4	-0.3	-0.2
STAT1 blocker	2	11	2	-13	-15
NF-kB expr up	0.9	1.1	1.5	0.95	1.4
APP transl inh	-6	-5	10	-18	-15

Main list, previewed entries included:
1) O=c1c2ccccc2nc(/C=C/c2ccc3c(c2)OCO3)n1-c1cccc(O)c1
2) COc1ccc(-n2c(-c3ccco3)nc3ccccc3c2=O)cc1
3) Clc1cccc(Cl)c1C1N2CCCN12 (stereo not drawn)
4) C#CCN1CCN(c2cccc(C(F)(F)F)c2)CC1
5) COP(=O)(OC)C(NC(=O)/C=C/c1ccccc1)C(Cl)(Cl)Cl (stereo not drawn)
6) CN1CCN(c2ccc([N+](=O)[O-])c3cccnc23)CC1
Compound	1	2	3	4	5	6
FLuc inhib CS	-4	-2	-1	0	-4	-3
APP 5'UTR act	6	5	-10	18	15	0
STAT3 act	100	96	105	110	96	92
RAM inhibit	3.1	1.8	1.7	0.4	0.5	2.1
STAT3 blocker	-2	6	-6	0	14	17
STAT1 act	100	88	97	110	112	102
Hsp70 activator	-0.4	-0.4	-0.4	-0.3	-0.2	-0.2
STAT1 blocker	2	11	2	-13	-15	-2
NF-kB expr up	0.9	1.1	1.5	0.95	1.4	1.2
APP transl inh	-6	-5	10	-18	-15	0

7) C/C=C1/CC(C)C(C)(O)C(=O)OCC2CCN3CCC(OC1=O)C23 (stereo not drawn)
8) CCN1CCN(C(=O)COc2cc(=O)n(CC)c3ccccc23)CC1
9) CCOC(=O)c1c(-n2c(C)cc(C=C3C(=O)NC(=O)NC3=O)c2C)sc2c1CCCC2
10) CC1CN=C(Nc2ccc(F)cc2)S1 (stereo not drawn)
11) Cc1nc2cc(C(=O)N3CCC4(CC3)OCCO4)ccc2n1-c1cccc(F)c1
12) COc1ccc(CCNC(=O)c2c(N)n(CCN3CCOCC3)c3nc4ccccc4nc23)cc1OC
Compound	7	8	9	10	11	12
FLuc inhib CS	-5	-4	-12	-5	0	0
APP 5'UTR act	9	-3	-5	21	13	-7
STAT3 act	103	104	100	97	109	105
RAM inhibit	-1.0	3.2	5.3	0.8	-0.9	-1.4
STAT3 blocker	1	0	6	11	-13	-2
STAT1 act	105	101	93	102	102	104
Hsp70 activator	-0.2	0.0	-0.1	0.0	-0.3	-0.3
STAT1 blocker	-7	-1	8	-2	-2	-4
NF-kB expr up	1.1	1.4	1.1	1.1	0.93	0.35
APP transl inh	-9	3	5	-21	-13	7

13) OC1/C(=C/c2ccc(C(F)(F)F)cc2)N2CCC1CC2 (stereo not drawn)
14) COc1ccc(CC2C(=O)NC(=O)N(c3ccccc3)C2=O)c(OC)c1 (stereo not drawn)
15) CN1CCN(Cc2cc(C(C)(C)C)c(O)c(C(C)(C)C)c2)CC1
16) CCn1cc(C(=O)N2CCC3(CC2)OCCO3)c(=O)c2cc(S(=O)(=O)N3CCCC3)ccc21
17) COc1ccc(-n2c(Cc3ccccc3)nc3ccccc3c2=O)cc1
18) COc1ccccc1OCCCn1cc(C(C)=O)c2ccccc21
Compound	13	14	15	16	17	18
FLuc inhib CS	-8	3	-8	-4	-6	-6
APP 5'UTR act	21	1	-41	-7	17	1
STAT3 act	107	101	91	105	98	81
RAM inhibit	0.9	1.5	0.6	0.0	-0.8	1.7
STAT3 blocker	3	3	18	2	7	25
STAT1 act	107	106	93	100	91	79
Hsp70 activator	0.0	0.0	-0.3	-0.3	-0.3	-0.1
STAT1 blocker	-9	-6	8	0	9	21
NF-kB expr up	1.3	1.1	1.2	0.97	1.1	0.74
APP transl inh	-21	-1	41	7	-17	-1

19) Cc1c(C(c2ccc(O)cc2)c2c(O)c3ccccc3oc2=O)c(=O)n(-c2ccccc2)n1C (stereo not drawn)
20) CCOC(=O)CC1=C(C(=O)OCC)C2(C(=O)N1)C(C(=O)OC)=C(N)Oc1ccccc12 (stereo not drawn)
21) Cc1ccsc1C(=O)C1CCCN(Cc2cc3ccccc3o2)C1 (stereo not drawn)
22) Cc1ccc(-n2c(O)c(/C=N/N3CCCCC3c3cccnc3)c(=O)[nH]c2=S)cc1 (stereo not drawn)
23) CCC1CCCCN1CC(=O)c1ccc(OC(F)F)cc1 (stereo not drawn)
24) CCc1ccccc1NC(=O)CSc1nnc([C@@H](N)Cc2c[nH]c3ccccc23)o1
Compound	19	20	21	22	23	24
FLuc inhib CS	-6	-2	4	-9	-2	-1
APP 5'UTR act	11	-32	14	11	5	-1
STAT3 act	107	111	96	102	102	97
RAM inhibit	4.5	0.1	-0.4	1.0	-0.1	1.6
STAT3 blocker	-11	-10	9	2	-3	4
STAT1 act	99	109	99	105	99	91
Hsp70 activator	-0.5	-0.1	-0.1	-0.3	-0.5	0.2
STAT1 blocker	1	-1	0	-5	1	9
NF-kB expr up	1.2	0.87	1.1	1	0.91	1.5
APP transl inh	-11	32	-14	-11	-5	1

25) CN1CCN(c2c[nH]c(=O)[nH]c2=O)CC1
26) CCCCCCn1c(O)c(C=Nc2c(C)n(C)n(-c3ccccc3)c2=O)c(=O)[nH]c1=O
27) O=C1NC(=O)C(=Cc2ccc(OCCOc3ccc([N+](=O)[O-])cc3)cc2)C(=O)N1
28) Cc1cc(NC(=O)COC(=O)c2c(C)nn(Cc3ccccc3Cl)c2Cl)no1
29) Cc1nccn1Cc1ccc(Cl)nc1
30) CN(C)C1=NP(N(C)C)(N(C)C)=NC(c2ccccc2)=N1
Compound	25	26	27	28	29	30
FLuc inhib CS	-1	-12	-5	-4	-6	-3
APP 5'UTR act	4	3	-15	7	8	-9
STAT3 act	99	106	107	97	98	97
RAM inhibit	1.1	0.3	-0.4	3.7	0.9	-0.6
STAT3 blocker	7	-2	-5	12	11	8
STAT1 act	89	102	108	102	101	104
Hsp70 activator	-0.3	-0.3	-0.3	-0.2	-0.2	0.1
STAT1 blocker	12	-2	-10	-2	0	-4
NF-kB expr up	1.2	1.4	1.1	0.95	1.1	1
APP transl inh	-4	-3	15	-7	-8	9

31) COc1ccc(C2SCC(=O)Nc3c2c(C)nn3-c2ccccc2)cc1 (stereo not drawn)
32) CN1CCN(c2nc([N+](=O)[O-])nn2C)CC1
33) CCSP1(=S)N=C(N2CCOCC2)C(C#N)=C2CCCN21 (stereo not drawn)
34) CC(C)CC12CN3CCN(CC(C3)/C1=N/O)C2
35) Fc1ccccc1N1CCN(Cc2c(F)cccc2F)CC1
36) COc1ccc(C(=O)N2CCOCC2)cc1S(=O)(=O)N1CCC(C)CC1
Compound	31	32	33	34	35	36
FLuc inhib CS	-6	-6	3	-1	0	-12
APP 5'UTR act	-1	15	3	20	9	14
STAT3 act	98	99	100	100	107	106
RAM inhibit	0.6	-0.4	1.6	0.8	0.3	-0.1
STAT3 blocker	8	3	8	2	-5	-3
STAT1 act	96	98	97	97	95	101
Hsp70 activator	-0.2	-0.3	-0.3	0.2	-0.2	-0.3
STAT1 blocker	4	2	3	4	5	-1
NF-kB expr up	0.84	1	1.1	0.93	1.2	1.1
APP transl inh	1	-15	-3	-20	-9	-14

37) CCOC(C(=O)OCC(O)CN(CC)CC)(c1ccccc1)c1ccccc1 (stereo not drawn)
38) CCOP(=O)(OCC)C(NC(=O)c1ccc(Cl)cc1)=C(Cl)Cl
39) COc1cccc(C2C([N+](=O)[O-])=C(N)Oc3c2c(=O)oc2ccccc32)c1 (stereo not drawn)
40) CCCCc1nc2ccccc2c(=O)n1-c1ccc(Cl)cc1[N+](=O)[O-]
41) OC(c1ccccc1)(c1ccccc1)C1CN2CCC1CC2 (stereo not drawn)
42) CCCCCn1c(=O)c(C(=O)NCc2ccncc2)c(O)c2ccccc21
Compound	37	38	39	40	41	42
FLuc inhib CS	-7	-5	-9	2	-8	-2
APP 5'UTR act	4	-19	8	-1	5	-16
STAT3 act	110	93	110	98	106	99
RAM inhibit	0.9	-0.3	1.6	2.8	1.0	-1.6
STAT3 blocker	-12	19	-5	13	-2	4
STAT1 act	98	106	98	98	104	104
Hsp70 activator	0.2	-0.2	-0.3	0.4	-0.2	-0.4
STAT1 blocker	3	-7	2	2	-6	-4
NF-kB expr up	1.3	1.1	0.91	0.99	1.3	0.58
APP transl inh	-4	19	-8	1	-5	16

43) C/C(=N\Nc1cccc2ccccc12)c1c(O)n(Cc2ccccc2)c(=O)[nH]c1=O
44) CCCCN1C(=O)NC(=O)C2(Cc3c(nc4ccccn4c3=O)N3CCc4ccccc4C32)C1=O (stereo not drawn)
45) CN1Cc2cccnc2N(C)Cc2cc(Cl)ccc21
46) COC(=O)C(O)(c1ccc(N(C)C(=O)c2ccc(Cl)c(Cl)c2)cc1)C(F)(F)F (stereo not drawn)
47) CCOC(=O)C1(CCc2ccccc2)CCN(Cc2cccc3c2OCO3)CC1
48) Cc1nc2ccc(Cl)cc2c(-c2ccccc2)c1C(=O)O
49) CCOc1ccccc1N1C(=O)NC(=O)C(CCc2ccncc2)(CCc2ccncc2)C1=O
50) O=c1c2ccccc2[nH]c(=S)n1-c1ccc(Br)cc1
51) O=C1NC(=O)N(Cc2ccccc2Cl)C(=O)/C1=C/c1cccs1
Compound	43	44	45	46	47	48	49	50	51
FLuc inhib CS	-2	-3	-6	-7	-2	-6	-6	-2	0
APP 5'UTR act	23	7	-5	21	8	4	-3	39	0
STAT3 act	124	142*	96	98	98	102	104	85	109
RAM inhibit	3.1	0.5	0.3	0.1	0.7	-0.1	-1.5	2.5	6.5
STAT3 blocker	-26	-44	7	3	7	-4	-3	21	-10
STAT1 act	97	101	94	92	91	99	103	81	107
Hsp70 activator	-0.2	-0.1	-0.4	-0.2	0.3	-0.4	0.0	-0.4	-0.1
STAT1 blocker	3	-1	6	9	8	2	-3	19	-9
NF-kB expr up	0.93	0.54	1.2	1.3	0.83	0.95	1.2	0.97	1.8
APP transl inh	-24	-8	5	-21	-8	-4	3	-39	0
